Assay outcomes deposited in PubChem BioAssay by National Center for Advancing Translational Sciences (NCATS).
D2 agonist: HTS Assay for Allosteric Agonists of the Human D2 Dopamine Receptor: Primary Screen for Agonists. D(2) dopamine receptor (Homo sapiens), P14416. HEK293 T-REx D2 cells, calcium flux agonist mode. activation, % at 2 µM. 0.53% of 340,000 active. AID 485358, 2010;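 active means activation over 3 SD above normal in the single-dose calcium agonist read, cut at about 30% in these data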; further: 0% is about no effect
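Agonism is scored from calcium flux in a force-coupled, inducible HEK293 cell line expressing D2, read kinetically for 180 s after compound addition against dopamine controls.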
TRHR PAM: qHTS for Small Molecule Agonists and Allosteric Enhancers of Human TRH Receptor: Primary Screen for Enhancers; Thyrotropin-releasing hormone receptor (Homo sapiens), P34981; TRHR cells, fluo-8 calcium fluorescence, EC20 TRH enhancement; 0.66% of 360,000 active; AID 493056, 2011; enhancement, % at 2 µM; in the data active means enhancement above about 30%; further: 0% is about no effect
Target sequence (P34981 whole entry, looked up): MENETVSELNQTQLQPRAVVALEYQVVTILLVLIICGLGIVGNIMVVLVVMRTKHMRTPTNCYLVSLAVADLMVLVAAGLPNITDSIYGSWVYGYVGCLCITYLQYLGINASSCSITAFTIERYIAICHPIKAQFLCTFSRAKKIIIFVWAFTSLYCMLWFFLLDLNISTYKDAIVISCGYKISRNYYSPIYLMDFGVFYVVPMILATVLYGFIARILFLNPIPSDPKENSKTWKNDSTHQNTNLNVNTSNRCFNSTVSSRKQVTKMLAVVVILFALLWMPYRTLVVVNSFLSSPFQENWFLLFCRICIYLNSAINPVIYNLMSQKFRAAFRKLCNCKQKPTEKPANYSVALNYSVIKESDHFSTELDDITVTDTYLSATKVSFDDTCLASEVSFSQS
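TRHR-expressing cells loaded with fluo-8 calcium dye were read kinetically (ex 480/em 530) during compound addition, then stimulated with an EC20 of TRH (10 nM final). Enhancement of the Gq-mediated intracellular calcium response was scored.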
TrxR1 substrate: qHTS Assay for Substrates of Mammalian Selenoprotein Thioredoxin Reductase 1 (TrxR1): qHTS; 0.01% of 390,000 active; Thioredoxin reductase 1, cytoplasmic (Rattus norvegicus), O89049; purified TrxR1 substrate turnover, NADPH consumption readout; Potency, µM (series often up to 114 µM), without a hit: top-dose activity change, negative = substrate turnover; AID 588456, 2011; further: potency means the concentration at half of the fitted maximal effect; on the % scale 0 is the no-effect control and ±100 the full control effect; nearly all actives have a fitted effect of over 50% in size
Target sequence (O89049 whole entry, looked up): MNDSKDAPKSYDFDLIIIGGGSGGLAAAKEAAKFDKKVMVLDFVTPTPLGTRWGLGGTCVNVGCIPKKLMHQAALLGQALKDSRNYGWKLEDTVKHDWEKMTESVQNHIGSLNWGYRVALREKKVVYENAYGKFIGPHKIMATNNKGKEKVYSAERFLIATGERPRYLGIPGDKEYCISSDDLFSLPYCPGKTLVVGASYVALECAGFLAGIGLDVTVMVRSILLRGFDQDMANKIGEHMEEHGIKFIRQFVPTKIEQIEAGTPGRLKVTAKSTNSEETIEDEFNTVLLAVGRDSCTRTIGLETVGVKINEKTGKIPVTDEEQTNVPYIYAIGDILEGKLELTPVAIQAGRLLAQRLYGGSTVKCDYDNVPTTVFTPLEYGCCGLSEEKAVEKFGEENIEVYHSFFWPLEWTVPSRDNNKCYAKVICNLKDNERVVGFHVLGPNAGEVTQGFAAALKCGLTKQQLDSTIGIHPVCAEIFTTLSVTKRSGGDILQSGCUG
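Rat TrxR1, dispensed at 90 nM, was prereduced with 400 uM NADPH (final) for 5 min at ~22 deg C, then incubated with compound 15 min before 400 uM selenite. A first-read NADPH fluorescence drop versus no-compound background flagged substrates.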
Pin1 inh: qHTS Assay to Find Inhibitors of Pin1 | Pin1 FP peptide displacement, HiFluor488, 10 min | 0.009% of 390,000 active | Peptidyl-prolyl cis-trans isomerase NIMA-interacting 1 (Homo sapiens), Q13526 | AID 504891, 2011 | Potency, µM (doses to about 115 µM), for the others: top-dose activity, negative = inhibition, actives largely listed as inhibitors; active means well fitted inhibition curve with a large enough effect in the polarisation, with a control signal flat, not every such curve was filed as active; inconclusive means small, poorly fitted or top-dose-only effect, or effect the other way, or a change in a side signal; inactive means no such curve, though single readings can be large or run the other way; the % refers to the polarisation; further: potency means the concentration at half of the fitted maximal effect; on the % scale 0 is the no-effect control and ±100 the full control effect
Target sequence (Q13526 whole entry, looked up): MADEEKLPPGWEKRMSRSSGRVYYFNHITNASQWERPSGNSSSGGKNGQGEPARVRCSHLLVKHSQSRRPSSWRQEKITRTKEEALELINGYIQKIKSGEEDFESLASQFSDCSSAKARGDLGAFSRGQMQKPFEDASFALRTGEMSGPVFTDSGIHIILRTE
IDH1 R132H inh: qHTS for Inhibitors of mutant isocitrate dehydrogenase 1 (IDH1): qHTS; Isocitrate dehydrogenase [NADP] cytoplasmic (Homo sapiens), O75874; IDH1-R132H enzyme, NADPH consumption, diaphorase/resazurin fluorescence; Potency, µM (doses to about 76.6 µM), for the others: at the top dose activity change, negative = inhibition, actives largely listed as inhibitors; 0.093% of 390,000 active; further: potency means the concentration at half of the fitted maximal effect; on the % scale 0 is the no-effect control and ±100 the full control effect; nearly all actives have a fitted effect of over 65% in size
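IDH1-R132H (0.5 ug/mL dispensed) in pH 7.5 Tris buffer was preincubated 30 min with compound, then given a substrate mix of 0.016 mM NADPH and 2 mM alpha-KG for 80 min at room temperature; remaining NADPH was read by diaphorase/resazurin fluorescence.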
TRHR agonist: qHTS for Small Molecule Agonists and Allosteric Enhancers of Human TRH Receptor: Primary Screen for Agonists. activation, % at 2 µM. 0.18% of 360,000 active. TRHR cells, calcium flux fluo-8, FDSS agonist mode; in the data active means activation above about 30%; further: 0% is about no effect
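In this calcium-flux screen, cells bearing human TRHR are dye-loaded with fluo-8, baselined for 10 cycles, then exposed to library compounds; positive kinetic calcium responses during the agonist phase mark hits, with TRH as control.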
rTrxR1 inhibitor: qHTS Assay for Inhibitors of Mammalian Selenoprotein Thioredoxin Reductase 1 (TrxR1): qHTS. Thioredoxin reductase 1, cytoplasmic (Rattus norvegicus), O89049. recombinant rTrxR1, NADPH fluorescence consumption, selenite substrate. Potency, µM (series often up to 114 µM), without a hit: at the top dose activity change, negative = inhibition, usual class: inhibitors. 1% of 390,000 active. AID 588453, 2011; further: potency means the concentration at half of the fitted maximal effect; on the % scale 0 is the no-effect control and ±100 the full control effect; nearly all actives have a fitted effect of over 65% in size
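Rat TrxR1 (90 nM in the dispensed reagent) was pre-reduced with 400 uM NADPH for 5 min at room temperature, then incubated with compound for 15 min. After 400 uM selenite was added, NADPH fluorescence (Ex 340/Em 450 nm) was followed for 8 min.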
D2 antagonist: HTS Assay for Allosteric Antagonists of the Human D2 Dopamine Receptor: Primary Screen for Antagonists; inhibition, % at 10 µM; 2% of 340,000 active; HEK293 TREx D2 cells, calcium flux, dopamine EC80; AID 485344, 2010; in the data active means inhibition above about 30%; further: 0% is about no effect
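HEK293 T-REx D2 cells, tet-induced, calcium dye no-wash. Cpd pintool add, 180 s kinetic, then EC80 DA, 180 s kinetic. Ca flux read.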
USP1-UAF1 inh: Inhibitors of USP1/UAF1: Primary Screen; Ubiquitin carboxyl-terminal hydrolase 1 (Homo sapiens), O94782; recombinant USP1/UAF1, Ub-Rhodamine cleavage fluorescence; Potency, µM (highest dose often 57.1 µM), without a hit: at the highest dose activity change, negative = inhibition, most hits filed as inhibitors; 0.23% of 390,000 active; AID 743255, 2014; further: potency means the concentration at half of the fitted maximal effect; on the % scale 0 is the no-effect control and ±100 the full control effect; nearly all actives have a fitted effect of over 60% in size; inactives centre near -12
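Step one: compound is pinned into 1nM USP1/UAF1 in HEPES pH 7.8 buffer with TCEP. Step two: 15 min room-temperature incubation. Step three: Ub-Rho (150nM final) starts cleavage, tracked by fluorescence over six one-minute reads.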
Numbers without * were called inactive; [ ] = dose if it differs, or a comment. Unless noted, the call rests on the fitted dose curve; in most records, active means well fitted inhibition curve with a large enough effect; inconclusive means small, poorly fitted or top-dose-only effect; inactive means no such curve, though single readings can be large or run the other way. These rows are one share of the data; the hit share may differ from the screen's.

For CN(Cc1ccccc1)C(=O)CSc1nc2ccccc2n1Cc1ccccc1F the results were TRHR PAM 13, TrxR1 substrate -1%[57.1 µM], Pin1 inh inconclusive, IDH1 R132H inh -17%, TRHR agonist -0.1, rTrxR1 inhibitor 5%[57.1 µM] and USP1-UAF1 inh -28%.
`O=C(Nc1cccc(O)c1)c1ccc2c(c1)C(=O)N(Cc1ccco1)C2=O` gave D2 agonist -1.1, TRHR PAM -4, TrxR1 substrate -9%, Pin1 inh -3%, IDH1 R132H inh 11%, TRHR agonist -0.5, rTrxR1 inhibitor -34%, D2 antagonist 3 and USP1-UAF1 inh 5%.
`CCOc1ccc(Oc2nc(NCC(C)C)nc(N3CCOCC3)n2)nn1` gave D2 agonist -0.2, TRHR PAM 8, TrxR1 substrate 2%, Pin1 inh -1%, IDH1 R132H inh -3%, TRHR agonist 0.3, rTrxR1 inhibitor 12% and USP1-UAF1 inh 6%.
For COc1ccc(OC)c(NC(=O)Cn2c(=O)n(-c3ccc(Cl)cc3)c(=O)c3c(C)c(C)sc32)c1 the results were D2 agonist 0.1, TRHR PAM -1, TrxR1 substrate -7%, Pin1 inh inconclusive, IDH1 R132H inh -26%, TRHR agonist 0.1, rTrxR1 inhibitor 12% and USP1-UAF1 inh -8%.
For O=c1cc2nc(-c3ccccc3)nc(SCCOc3ccc(Cl)cc3)n2[nH]1 the results were TRHR PAM 0, TrxR1 substrate 26%[57.1 µM], Pin1 inh 4%, IDH1 R132H inh 8%, TRHR agonist -0.2, rTrxR1 inhibitor 6%[57.1 µM] and USP1-UAF1 inh -18%.
`CC1CCC/C(=N\NC(=S)NCc2ccccc2)C1` (stereo not given) gave D2 agonist 0.3, TRHR PAM -6, TrxR1 substrate -6%, Pin1 inh -1%, IDH1 R132H inh -1%, TRHR agonist -0.1, rTrxR1 inhibitor -12%, D2 antagonist -20 and USP1-UAF1 inh 7%.
Screening CCCNC(=O)c1cc(-c2ccccc2)c(N2CCCCC2)s1 returned D2 agonist 0.1, TRHR PAM -14, TrxR1 substrate -1%, Pin1 inh -9%, IDH1 R132H inh 0%, TRHR agonist -0.5, rTrxR1 inhibitor 13%, D2 antagonist 4 and USP1-UAF1 inh -13%.
For CN(C)c1nc(SCCOC(=O)Nc2ccccc2)nc(N(C)C)n1 the results were D2 agonist 0.7, TRHR PAM -3, TrxR1 substrate -4%, Pin1 inh inconclusive, IDH1 R132H inh 4%, TRHR agonist 1.0, rTrxR1 inhibitor 8%, D2 antagonist 1 and USP1-UAF1 inh -23%.
Screening CSc1ncccc1C(=O)OCc1ccc([N+](=O)[O-])cc1 returned D2 agonist -1.1, TRHR PAM -2, TrxR1 substrate -5%, Pin1 inh -2%, IDH1 R132H inh 1%, TRHR agonist -0.3, rTrxR1 inhibitor 12%, D2 antagonist -8 and USP1-UAF1 inh -9%.
`CCC(=O)Nc1nc(=S)ss1` gave TRHR PAM 7, TrxR1 substrate 4%[57.1 µM], Pin1 inh -4%, IDH1 R132H inh 1%, TRHR agonist -0.1, rTrxR1 inhibitor -23%[57.1 µM], D2 antagonist 0 and USP1-UAF1 inh -5%.
`Cc1cccc(N2CCN(C(=O)CSCc3ccc(F)cc3)CC2)c1C` gave D2 agonist 0.4, TRHR PAM 2, TrxR1 substrate -3%[57.1 µM], Pin1 inh -2%, IDH1 R132H inh -12%, TRHR agonist -0.2, rTrxR1 inhibitor 3%[57.1 µM] and USP1-UAF1 inh -9%.
For O=C1CCCC2=C1C(c1ccccc1)NC(=S)N2 (stereo not given) the results were D2 agonist -0.4, TRHR PAM -5, TrxR1 substrate -4%[57.1 µM], Pin1 inh 7%, IDH1 R132H inh 6%, TRHR agonist -0.2, rTrxR1 inhibitor -7%[57.1 µM], D2 antagonist 7 and USP1-UAF1 inh 1%.
For NC(N)=Nc1cc2ccccc2c2ccccc12 the results were D2 agonist 68*, TRHR PAM 7, TRHR agonist -0.5 and D2 antagonist 38*.
Screening CCCCCc1ccc(OCCCC[n+]2ccc(C)cc2)c(CCCCC)c1 returned D2 agonist 0.6, TRHR PAM -11, TrxR1 substrate -10%, Pin1 inh 3%, IDH1 R132H inh -7%, TRHR agonist 35*, rTrxR1 inhibitor 1%, D2 antagonist -4 and USP1-UAF1 inh -11%.
COc1cc(C)c(S(=O)(=O)Nc2ccc(CC(=O)O)cc2)cc1C was read as D2 agonist 0.4, TRHR PAM 3, TrxR1 substrate -12%, Pin1 inh 7%, IDH1 R132H inh 0%, TRHR agonist -0.1, rTrxR1 inhibitor -11%, D2 antagonist 12 and USP1-UAF1 inh -3%.
Screening CC(=O)N/C(=C\c1ccccc1)C(=O)OCC(=O)Nc1ccc(C)c(S(=O)(=O)N(C)C)c1 returned TrxR1 substrate 3%, Pin1 inh -7%, IDH1 R132H inh 5%, rTrxR1 inhibitor 3% and USP1-UAF1 inh -23%.
`CN(CC(=O)Nc1ccc(Cl)c(C(F)(F)F)c1)C(=O)C1(c2ccccc2)CC1` gave D2 agonist 0.5, TRHR PAM 1, TrxR1 substrate -9%, Pin1 inh 5%, IDH1 R132H inh 3%, TRHR agonist 0.7, rTrxR1 inhibitor 6%, D2 antagonist -1 and USP1-UAF1 inh -25%.
For O=C(NC(=S)Nc1ncccn1)c1ccccc1Cl the results were TRHR PAM -1, TrxR1 substrate -7%, Pin1 inh -4%, IDH1 R132H inh 0%, TRHR agonist -0.4, rTrxR1 inhibitor -17% and USP1-UAF1 inh -10%.
CC(=O)c1ccc(S(=O)(=O)NCC(=O)Nc2nc3ccccc3[nH]2)cc1 was read as TRHR PAM 6, TrxR1 substrate -2%, Pin1 inh 4%, IDH1 R132H inh -12%, TRHR agonist 0.4, rTrxR1 inhibitor 13% and USP1-UAF1 inh -17%.
Screening Cc1ccc(/C=C/c2nc3sc(C(=O)O)c(C)c3c(=O)[nH]2)cc1[N+](=O)[O-] returned D2 agonist -0.2, TRHR PAM -18, TrxR1 substrate 0%, Pin1 inh 3%, IDH1 R132H inh -5%, TRHR agonist -0.4, rTrxR1 inhibitor 3%, D2 antagonist 33* and USP1-UAF1 inh -11%.

2 compounds drawn at random from those above:
`Cc1cccc(N2CCN(C(=O)CSCc3ccc(F)cc3)CC2)c1C` gave D2 agonist 0.4, TRHR PAM 2, TrxR1 substrate -3%[57.1 µM], Pin1 inh -2%, IDH1 R132H inh -12%, TRHR agonist -0.2, rTrxR1 inhibitor 3%[57.1 µM] and USP1-UAF1 inh -9%.
`CCOc1ccc(Oc2nc(NCC(C)C)nc(N3CCOCC3)n2)nn1` gave D2 agonist -0.2, TRHR PAM 8, TrxR1 substrate 2%, Pin1 inh -1%, IDH1 R132H inh -3%, TRHR agonist 0.3, rTrxR1 inhibitor 12% and USP1-UAF1 inh 6%.

(next part)
`O=C(Cn1c(=O)n(Cc2ccccc2)c(=O)c2sc3ccccc3c21)Nc1ccc(F)cc1` gave D2 agonist 0.9, TRHR PAM 13, TrxR1 substrate 5%, Pin1 inh 9%, IDH1 R132H inh -5%, TRHR agonist 2.3, rTrxR1 inhibitor 23% and USP1-UAF1 inh -10%.
For CC(CCc1ccccc1)NC(=O)CC(C)c1ccccc1 (stereo not given) the results were D2 agonist 0.3, TRHR PAM -4, TrxR1 substrate 6%[2.29 µM], Pin1 inh 5%, IDH1 R132H inh -1%, TRHR agonist 0.8, rTrxR1 inhibitor 15%[2.29 µM], D2 antagonist 1 and USP1-UAF1 inh -7%.
For CCOc1cccc(CC(=O)N2CCc3c([nH]c4ccccc34)C2c2ccc(SC)cc2)c1OCC (stereo not given) the results were D2 agonist -1.1, TRHR PAM -1, TrxR1 substrate 0%, Pin1 inh -5%, IDH1 R132H inh 0%, TRHR agonist -1.7, rTrxR1 inhibitor 13% and USP1-UAF1 inh -21%.
`OCc1cn(-c2ccccc2)nc1-c1cc2ccccc2o1` gave D2 agonist -0.8, TRHR PAM 5, TrxR1 substrate 21%, Pin1 inh 4%, IDH1 R132H inh 10%, TRHR agonist -0.7, rTrxR1 inhibitor 8%, D2 antagonist 45* and USP1-UAF1 inh -23%.
`CS(=O)(=O)N(CC(=O)N1CCCC1)Cc1ccc(Cl)c(Cl)c1` gave D2 agonist -0.7, TRHR PAM -8, TrxR1 substrate 4%, Pin1 inh -2%, IDH1 R132H inh 17%, TRHR agonist 0.1, rTrxR1 inhibitor 16%, D2 antagonist 6 and USP1-UAF1 inh -17%.
Screening Oc1ccc(Cc2ccccc2)c2cccnc12 returned TrxR1 substrate 5%, Pin1 inh 0%, IDH1 R132H inh 0%, rTrxR1 inhibitor 22% and USP1-UAF1 inh -14%.
For COc1ccc(-c2cc(CCCC(=O)NCc3ccccn3)no2)cc1 the results were D2 agonist -0.3, TRHR PAM -2, TrxR1 substrate 5%[57.1 µM], Pin1 inh 0%, IDH1 R132H inh 6%, TRHR agonist -0.5, rTrxR1 inhibitor 9%[57.1 µM], D2 antagonist -5 and USP1-UAF1 inh -21%.
Screening CCN(CC)C(=O)c1ccc(C)c(Br)c1 returned D2 agonist 0.5, TRHR PAM 4, TrxR1 substrate 6%[57.1 µM], Pin1 inh -1%, IDH1 R132H inh 2%, TRHR agonist 0.0, rTrxR1 inhibitor 9%[57.1 µM], D2 antagonist 31* and USP1-UAF1 inh -22%.
